Screening data (PubChem)
HEK293 viab: cell viability loss counter-screen. HEK-293-SNCA-luc viability, GF-AFC fluorescence, 24 h. 150,000 tested, 0.12% active. Potency, µM (top dose mostly 57.1 µM), for the others: at the top dose activity change, negative = cytotoxicity, most hits filed as cytotoxic;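 also: potency is read from the fitted curve at half-maximal effect; 0% = DMSO-treated cells and -100% = medium-only wells without cells; nearly all actives have a fitted effect of over 30% in size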
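Cytotoxicity counterscreen: after 24 h compound treatment of genome-edited SNCA-luciferase HEK-293 cells, live-cell protease substrate GF-AFC read by fluorescence after 30 min; activity scaled between DMSO (0%) and medium-only (-100%), curves Hill-fitted.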
NIH3T3 tox: kills NIH 3T3 cells | NIH 3T3 viability, CellTiter-Glo ATP luminescence, 48-72 h | 94,000 tested, 4.3% active | Potency, µM (highest dose often 96.7 µM), inactives show at the highest dose activity change, negative = cytotoxicity, hits mostly inhibitors; also: potency is read from the fitted curve at half-maximal effect; nearly all actives have a fitted effect of over 55% in size
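NIH 3T3 cells at 400 cells/well received 23 nL of compound by pintool and were incubated 48 or 72 h at 37 °C. Viability was read as ATP-coupled CellTiter-Glo luminescence.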
SNCA expr inhib: reduces expression of the alpha-synuclein gene | HEK-293 SNCA-luciferase knock-in, luminescence, 24 h | Potency, µM (top dose mostly 57.2 µM), without a hit: at the highest dose activity change, negative = inhibition, usual class: inhibitors | 140,000 tested, 0.17% active | AID 1671194;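 also: potency is read from the fitted curve at half-maximal effect; plate controls were DMSO cells for no effect and cell-free wells for full effect; nearly all actives have a fitted effect of over 45% in size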
HEK cytotox: HEK 293 cell cytotoxicity; HEK 293 viability, ATP luminescence (CellTiter-Glo), 48-72 h; Potency, µM (highest dose often 115 µM), inactives show at the highest dose activity change, negative = cytotoxicity, actives largely listed as inhibitors; 94,000 tested, 6.6% active; also: potency is read from the fitted curve at half-maximal effect; nearly all actives have a fitted effect of over 60% in size
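ATP-coupled CellTiter-Glo luminescence served as viability read-out, recorded 10 min after reagent addition at room temperature. HEK 293 cells, 250 cells/well, had been incubated with pintool-transferred compound for 48 or 72 hr at 37 degree Celsius.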
IP6K1 inhibitor: inhibitors of human IP6K1. Q92551. 140,000 tested, 0.81% active. IP6K1 kinase, ADP-Glo luminescence, 2 h; hits give low values. activity change, % (series mostly up to about 58 µM). AID 1645851; in the data active = activity change below about -25%
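ADP-Glo luminescence measures ADP made by human IP6K1 during a 2 h RT reaction with ATP/IP6 (mix at 1.3 mM/130 uM); top library doses 57.5 and 19.1 uM final.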
FLuc inh: Photinus pyralis luciferase inhibition; P08659; purified P. pyralis luciferase, luminescence, biochemical; Potency, µM (series often up to 115 µM), without a hit: at the top dose activity change, negative = inhibition, actives largely listed as inhibitors; 76,000 tested, 2.5% active; also: potency is read from the fitted curve at half-maximal effect; nearly all actives have a fitted effect of over 65% in size
Target sequence (P08659 whole entry, looked up): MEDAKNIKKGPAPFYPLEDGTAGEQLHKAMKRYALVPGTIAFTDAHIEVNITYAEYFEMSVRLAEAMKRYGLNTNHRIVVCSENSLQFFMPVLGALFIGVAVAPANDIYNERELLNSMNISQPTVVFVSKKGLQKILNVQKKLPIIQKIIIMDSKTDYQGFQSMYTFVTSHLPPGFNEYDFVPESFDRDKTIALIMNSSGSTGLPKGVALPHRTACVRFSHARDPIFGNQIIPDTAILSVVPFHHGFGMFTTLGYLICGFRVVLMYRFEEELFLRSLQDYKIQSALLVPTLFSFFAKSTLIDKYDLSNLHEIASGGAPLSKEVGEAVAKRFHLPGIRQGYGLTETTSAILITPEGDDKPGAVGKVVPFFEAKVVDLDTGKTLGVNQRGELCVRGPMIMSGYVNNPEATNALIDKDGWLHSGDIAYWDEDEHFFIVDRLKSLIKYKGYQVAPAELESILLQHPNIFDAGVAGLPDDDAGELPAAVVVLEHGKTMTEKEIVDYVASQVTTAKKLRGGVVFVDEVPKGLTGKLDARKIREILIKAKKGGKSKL
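Luminescence read by CCD imager after adding enzyme (10nM final) to wells holding compound, titrated in qHTS. Substrates 10uM each D-luciferin and ATP; buffer 50mM Tris acetate pH 7.5, 10mM Mg acetate, Tween-20, BSA.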
GPT2 inh: GPT2 alanine aminotransferase inhibition | Recombinant GPT2, coupled pyruvate oxidase/HRP Amplex Red fluorescence | Potency, µM (titrated, usually from 57.7 µM), for inactives: at the highest dose activity change, negative = inhibition, most hits filed as inhibitors | 100,000 tested, 0.25% active | Q8TD30; also: potency is read from the fitted curve at half-maximal effect; nearly all actives have a fitted effect of over 60% in size; many of its hits are not listed in these tables
Target sequence (Q8TD30 whole entry, looked up): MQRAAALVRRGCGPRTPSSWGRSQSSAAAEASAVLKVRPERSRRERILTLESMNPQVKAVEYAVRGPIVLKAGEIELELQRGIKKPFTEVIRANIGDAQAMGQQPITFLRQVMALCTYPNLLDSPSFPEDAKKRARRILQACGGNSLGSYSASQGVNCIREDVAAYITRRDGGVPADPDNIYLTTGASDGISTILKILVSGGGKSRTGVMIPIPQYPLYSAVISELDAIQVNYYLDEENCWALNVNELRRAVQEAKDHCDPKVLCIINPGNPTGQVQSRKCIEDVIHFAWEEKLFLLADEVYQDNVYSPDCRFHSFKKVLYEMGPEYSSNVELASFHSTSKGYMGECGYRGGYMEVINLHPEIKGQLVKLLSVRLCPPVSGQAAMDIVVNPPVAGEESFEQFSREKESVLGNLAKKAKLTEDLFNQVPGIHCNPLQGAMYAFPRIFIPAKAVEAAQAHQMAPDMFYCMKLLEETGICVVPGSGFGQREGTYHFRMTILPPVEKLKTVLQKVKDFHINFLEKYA
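Inhibition is scored from Amplex Red fluorescence generated when pyruvate oxidase and HRP act on pyruvate released by GPT2. Reactions contain 10ng/uL enzyme, 250uM a-KG and 2mM L-alanine and run 30 min at room temperature.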
An asterisk follows results filed as active; i = inactive; ? = inconclusive; . = no result given; [ ] = another dose, or the depositor's remark. Unless noted, calls follow the shape of the dose curve; as a rule, active = well fitted curve in the direction sought with a large enough effect; inconclusive = small, poorly fitted or top-dose-only effect, or another doubt; inactive = no such curve, though single readings can be large; an effect the other way counts as inactive or inconclusive. Unless noted, % is scaled to controls: 0 for no effect and ±100 for the full control effect. Not all compounds are listed. The share of hits here may be higher or lower than overall.

entry	Structure	HEK cytotox	NIH3T3 tox	GPT2 inh	HEK293 viab	FLuc inh	IP6K1 inhibitor	SNCA expr inhib
1	CS(=O)(=O)N(C1CC1)C1CCOC2(CCN(C(=O)COc3ccc(F)cc3)CC2)C1 (stereo not drawn)	?	?	i	14%	-11%	11	-14%
2	CCc1nnc2n1N(C(C)=O)C(c1ccc(C(C)(C)C)cc1)=C(C(C)=O)S2	.	.	.	-3%	.	4	-11%
3	O=C(C[C@@H]1CCNC[C@@H]1Cc1cc(COc2ccccc2)on1)NCc1ccco1	?	?	-4%[88.5 µM]	-6%[87.6 µM]	6%[172 µM]	13	-6%[87.6 µM]
4	O=C(CSc1ccccn1)NCc1cccnc1Oc1ccccc1	-25%	-24%	-5%	4%	-4%	4	0%
5	Cc1ccc(CN2CCc3nc(N(C)C)[nH]c(=O)c3CC2)cc1C	6%	i	i	-11%	-3%	7	0%
6	Cc1ccc(NC(=O)CSc2nnc3nc(C)cc(C)n23)cc1	.	.	.	-3%	.	-2	-5%
7	O=C(NC1CCc2nnc(C3CC3)n2CC1)c1ccoc1 (stereo not drawn)	i	i	1%	3%	-3%	-1	1%
8	O=C1Nc2ccccc2CC12CCCN2Cc1ccc(C(F)(F)F)cc1 (stereo not drawn)	45µM*	?	-13%	?	.	-6	?
9	O=S(=O)(Nc1cccn2ncnc12)c1ccc(C2CCCCC2)cc1	?	?	i	9%	-13%	10	2%
10	O=C(NCCn1cccn1)c1cccc(S(=O)(=O)NC2CCNCC2)c1	-1%	-3%	i	0%	5%	8	?
11	O=C(Nc1cc(F)cc(F)c1)Nc1cccc(-c2ccc(N3CCOCC3)nn2)c1	32µM*	?	-8%	?	1.3µM*	-8	-48%
12	O=C(NC1C[C@H]2CC[C@@H](C1)N2C(=O)CCc1nc2ccccc2s1)c1ccncc1 (stereo partly drawn)	3%	-3%	i	5%	-3%	11	22%

Additional compounds follow.
entry	Structure	HEK cytotox	NIH3T3 tox	GPT2 inh	HEK293 viab	FLuc inh	IP6K1 inhibitor	SNCA expr inhib
13	O=C(Cn1cnc(S(=O)(=O)N2CCCC2)c1)Nc1ccc(OC(F)(F)F)cc1	.	.	.	2%	.	6	-6%
14	O=C(Cc1ccccc1F)N1CCCC(c2nc(C3CCOCC3)no2)C1 (stereo not drawn)	0%	-13%	i	1%	9%	3	-5%
15	O=C(Cc1ccccc1)N1CCC2(CC1)CC(CCOCc1ccccc1)CCO2 (stereo not drawn)	?	?	-8%	-6%	.	22	-7%
16	COc1ccc(Cn2c(=O)c(C(=O)NCc3cccc(OC)c3)nc3cccnc32)cc1	?	?	i	1%	.	4	46%[activator]
17	Cc1ccc(C)c(CN2CCC(CNC(=O)c3cc4ccc5cccnc5c4[nH]3)CC2)c1	.	.	.	-11%	.	6	-4%
18	CCOC(=O)c1c(S(=O)(=O)N2CCC(C(=O)N3CCN(c4cc(C)ccc4C)CC3)CC2)c(C)n(C)c1C	.	.	.	0%	.	0	?
19	CCC(C)NC(=O)C1CCN(S(=O)(=O)c2ccc3c(c2)CCCN3C(C)=O)CC1 (stereo not drawn)	.	.	.	4%	.	-11	18%
20	Cn1nc(C2CC2)cc1NC(=O)c1cccc(Br)c1	?	-29%[138 µM]	1%[88.5 µM]	-7%[87.6 µM]	.	-8	23%[87.6 µM]
21	O=C(c1ccccc1Cl)N1CCC2(CC1)NC(=O)N(c1cccc(Cl)c1)N2	?	?	-14%	0%	10%	-5	25%
22	O=C(NCC(F)F)C1CCCN1Cc1ccc(-c2cncnc2)cc1 (stereo not drawn)	-4%	-12%	2%	17%	.	2	-4%
23	O=C(NCc1nnc2ccc(-c3ccccc3)nn12)c1ccc(F)cc1	-2%	2%	3%	-14%	0%	9	-19%
24	CCCNC(=O)N(C1CCOCC1)C1CCN(C(=O)Nc2c(F)cccc2F)CC1	-7%	i	i	8%	-4%	-9	-6%

Fetched by compound from above (2):
entry	Structure	HEK cytotox	NIH3T3 tox	GPT2 inh	HEK293 viab	FLuc inh	IP6K1 inhibitor	SNCA expr inhib
10	O=C(NCCn1cccn1)c1cccc(S(=O)(=O)NC2CCNCC2)c1	-1%	-3%	i	0%	5%	8	?
7	O=C(NC1CCc2nnc(C3CC3)n2CC1)c1ccoc1 (stereo not drawn)	i	i	1%	3%	-3%	-1	1%

Further structures follow:
entry	Structure	HEK cytotox	NIH3T3 tox	GPT2 inh	HEK293 viab	FLuc inh	IP6K1 inhibitor	SNCA expr inhib
25	CCn1cc(-c2ccc(OC)cc2)cc1C(=O)N1CCC(C)CC1	?	?	-22%	-20%	-6%	-3	11%
26	COC(=O)[C@H](NC(=O)[C@@H]1C[C@H](NC(=O)Nc2ccc(F)cc2F)CN1C(=O)CSC)C(C)C	-10%	-8%	i	5%	-6%	-3	-1%
27	O=C(NCC1CCCCC1)c1cccnc1N1CC2CC(C1)[C@H]1CCCC(=O)N1C2 (stereo partly drawn)	-1%	4%	i	-5%	1%	20	-7%
28	CC1=C[C@@H](CN(C)C)[C@H](C(C)C)C[C@H]1Cc1nc2c(C)cccc2[nH]1	100µM*	89µM*	-3%[88.5 µM]	-19%[87.6 µM]	-8%[172 µM]	2	-3%[87.6 µM]
29	COc1cc(CNC(=O)[C@@H]2C[C@@H](c3ccc(F)cc3)N(Cc3ccccc3)C2)cc(OC)c1	?	-26%	-13%	7%	-1%	9	-35%
30	O=C(COCc1cc(-c2ccc(F)cc2)on1)Nc1cccc(Cl)c1Cl	.	.	.	-11%	.	10	73%[activator]
31	Cc1ccc(-c2noc(-c3ccccc3NC(=O)C3CC(=O)N(c4ccc(C)cc4)C3)n2)cc1 (stereo not drawn)	.	.	.	0%	.	11	82%[activator]
32	NC(=O)[C@@H](Cc1c[nH]c2ccccc12)NC(=O)[C@H]1CN(C(=O)c2cccc(F)c2)CCN1C(=O)C1CCNCC1	-10%	-4%	-19%	0%	7%	24	3%
33	Cc1ccc(-c2nnc(Nc3ccc(Br)cc3)c3ccccc23)cc1S(=O)(=O)N1CCOCC1	.	.	.	-13%	.	22	5%
34	O=C(COc1ccc(Cl)cc1)Nc1nnc(S(=O)(=O)N2CCc3ccccc32)s1	.	.	.	5%	.	2	-14%
35	CCOc1ccc(OCC)c(NC(=O)CCC(=O)N2CCOc3ccccc32)c1	.	.	.	6%	.	29	-18%
36	O=C(CN1CCN(S(=O)(=O)N2CCCC2)CC1)NCc1ccccc1F	-17%	-10%	0%[11.5 µM]	-2%	6%	14	-6%

Screen by screen, from the results shown:
NIH3T3 tox, entries 24–29: i, ?, -8%, 4%, 89µM*, -26%
HEK293 viab, entries 24–29: 8%, -20%, 5%, -5%, -19%[87.6 µM], 7%
IP6K1 inhibitor, entries 24–29: -9, -3, -3, 20, 2, 9

More entries.
entry	Structure	HEK cytotox	NIH3T3 tox	GPT2 inh	HEK293 viab	FLuc inh	IP6K1 inhibitor	SNCA expr inhib
37	COC(=O)N1CCn2cc(C(=O)N3CCOCC3)nc2C1	i	i	-1%[88.5 µM]	1%[87.6 µM]	.	-1	-7%[87.6 µM]
38	CCN(CC)CCNC(=O)CN1N=C(c2ccc(OC)cc2)CCC1=O	.	.	.	5%	.	-7	-26%
39	COC(=O)CNC(=O)N1CCC2(CC1)CC(N(Cc1ccc(F)cc1)C1CC1)CCO2 (stereo not drawn)	3%	-1%	i	-8%	-4%	7	-3%
40	COc1cccc(NC(=O)CSc2nnc(-c3cccc(OC)c3)o2)c1	.	.	.	8%	.	23	?
41	N#Cc1cccc(CN[C@@H]2CO[C@H](CNS(=O)(=O)c3ccccc3)[C@H]2O)c1	-27%[172 µM]	-31%[174 µM]	1%[88.5 µM]	1%[87.6 µM]	-14%[172 µM]	-12	4%[87.6 µM]
42	Cc1cc(S(=O)(=O)N2CCC(N(C(=O)C3CC3)C3CCOCC3)CC2)ccc1Cl	-29%	?	-4%	12%	-7%	-13	-27%
43	CC(C)(C)CC(=O)N1CCN2C(=O)c3ccc(Cl)cc3NC(=O)[C@H]2C1	-20%[172 µM]	-29%[174 µM]	-1%[88.5 µM]	1%[87.6 µM]	-2%[172 µM]	-15	-27%[87.6 µM]
44	O=C(c1ccccc1F)N1CCN(c2ccc3nnc(C4CC4)n3n2)CC1	?	?	.	.	.	29	.
45	Cn1cc(-c2ccc(F)cc2)cc1C(=O)NCCCN1CCCCC1	?	?	i	9%	-10%	6	-7%
46	CCN1CCN(c2csc3ccc(Cl)cc3c2=O)CC1	.	.	.	8%	.	-7	117%[activator]
47	COc1ccccc1-c1nnc(C2CCN(C(=O)c3cccc(C)c3)CC2)o1	.	.	.	-5%	.	-6	7%
48	O=C(O)C1=CCCNC1	.	.	i	-1%	.	.	2%

Going on with the list.
entry	Structure	HEK cytotox	NIH3T3 tox	GPT2 inh	HEK293 viab	FLuc inh	IP6K1 inhibitor	SNCA expr inhib
49	CC(NC(=O)C1CCN(S(=O)(=O)c2ccc(F)cc2)CC1)c1ccccc1 (stereo not drawn)	.	.	.	10%	.	30	0%
50	CCOC(=O)N1CCN(C(=O)c2ccc3c(c2)N(Cc2ccccc2F)C(=O)c2ccccc2S3(=O)=O)CC1	.	.	.	-6%	.	25	11%
51	CCCCNC(=O)CSc1nc2cc3c(cc2c(=O)n1Cc1ccc(C(=O)NCCc2ccc(OC)c(OC)c2)cc1)OCO3	.	.	.	-10%	.	29	-3%
52	CCN1CCN(C(=O)c2c(OCC3CC3)cc(=O)n3c2CCCCC3)CC1	0%	?	5%	9%	-6%	9	-9%
53	COc1ccc(NC(=O)N2CCC(Oc3ncccc3C(=O)N3CCCCC3)C2)c(C)c1 (stereo not drawn)	5%	i	i	-21%	1%	13	-6%
54	O=C(C1CCN(c2nc3ncccc3o2)CC1)N1CCOCC1	0%[172 µM]	-1%[138 µM]	2%[88.5 µM]	5%[87.6 µM]	.	18	12%[87.6 µM]
55	COc1cc(C(=O)Nc2cc(C)c(O)c(-c3nc4ccccc4s3)c2)cc(OC)c1OC	.	.	.	13%	.	-5	11%
56	Cc1cc(Nc2cccc(Cl)c2)nc2ccc(NC(=O)c3cccnc3)cc12	.	.	.	?	.	17	?
57	CN(C)C(=O)c1cccc2c1CCN2C(=O)Nc1ccc(F)cc1	-5%	-19%	1%	-1%	13µM*	-8	28%
58	COc1ccc(OC)c(CN2CCOc3ccc(C(=O)NCc4ccc(C)cc4)cc3C2)c1	?	?	i	-20%	-1%	11	-25%
59	Cc1ccccc1CN1CCOc2cc([S+](N)(=O)[O-])ccc2C1	?	-22%[138 µM]	?	-2%[87.6 µM]	8%[172 µM]	-8	-16%[87.6 µM]
60	CC(C)(C)C(=O)N1CCCC(c2nn(-c3cccc(Cl)c3)c(=O)[nH]2)C1 (stereo not drawn)	?	?	?	-6%	-25%	7	69%[activator]
61	COc1ccc(C(=O)NCc2nnc3c(-c4nc(C(C)C)no4)cccn23)cc1	-1%	-1%	i	-15%	-6%	-1	?
